Screening results deposited in PubChem by several laboratories.
BioA inh – blocks M. tuberculosis BioA enzyme activity; purified M. tuberculosis BioA enzyme, plate reader; inhibition, % at 9.99 µM; actives 0.096% (n = 360,000); in the data active means inhibition above about 40%
SARS 3CLpro inh – SARS-CoV 3CLpro protease inhibition | recombinant SARS-CoV 3CLpro, quenched FRET peptide cleavage | actives 0.14% (n = 290,000) | inhibition, % at 6 µM; in the data active means inhibition above about 12%
UGM FP inh – Mtb UDP-galactopyranose mutase inhibition. purified UGM, fluorescence polarization probe displacement. P9WIQ1. inhibition, % at 10 µM. AID 504406. actives 0.06% (n = 320,000); in the data active means inhibition above about 10%, passing the limit was not always enough
Target sequence (P9WIQ1 whole entry, looked up): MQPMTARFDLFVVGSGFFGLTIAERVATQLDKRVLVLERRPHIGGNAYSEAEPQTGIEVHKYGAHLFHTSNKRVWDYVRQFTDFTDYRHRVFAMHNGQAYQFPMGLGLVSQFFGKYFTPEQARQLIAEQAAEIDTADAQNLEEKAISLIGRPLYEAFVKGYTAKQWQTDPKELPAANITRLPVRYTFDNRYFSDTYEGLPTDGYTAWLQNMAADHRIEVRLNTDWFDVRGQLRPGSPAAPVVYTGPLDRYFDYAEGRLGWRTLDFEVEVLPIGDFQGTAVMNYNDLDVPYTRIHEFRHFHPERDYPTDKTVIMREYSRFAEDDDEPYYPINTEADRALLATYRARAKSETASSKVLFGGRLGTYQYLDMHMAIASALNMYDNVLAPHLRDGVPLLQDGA
VHR inh abs – blocks human VHR1 dual specificity phosphatase | P51452 | AID 1654 | actives 0.52% (n = 290,000) | recombinant VHR phosphatase, pNPP absorbance | inhibition, % at 13.3 µM; in the data active means inhibition above about 50%; further: some compounds called inactive have numbers as strong as hits
Rv3671c protease – Rv3671c (M. tuberculosis) protease inhibition. P9WHR9. inhibition, % at 5.96 µM. actives 0.048% (n = 320,000). AID 2606; in the data active means inhibition above about 38%;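 further: extracellular domain of Rv3671c used as enzyme; 0% = enzyme with DMSO and 100% = no enzyme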
Mtb FBA inh – Mtb fructose-bisphosphate aldolase inhibition | P9WQA3 | purified M. tuberculosis FBA, fluorescence read-out | inhibition, % at 1 µM | actives 2.3% (n = 360,000) | AID 588726; in the data active means inhibition above about 27%;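 further: 0% = vehicle and 100% = reference inhibitor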
Target sequence (P9WQA3 whole entry, looked up): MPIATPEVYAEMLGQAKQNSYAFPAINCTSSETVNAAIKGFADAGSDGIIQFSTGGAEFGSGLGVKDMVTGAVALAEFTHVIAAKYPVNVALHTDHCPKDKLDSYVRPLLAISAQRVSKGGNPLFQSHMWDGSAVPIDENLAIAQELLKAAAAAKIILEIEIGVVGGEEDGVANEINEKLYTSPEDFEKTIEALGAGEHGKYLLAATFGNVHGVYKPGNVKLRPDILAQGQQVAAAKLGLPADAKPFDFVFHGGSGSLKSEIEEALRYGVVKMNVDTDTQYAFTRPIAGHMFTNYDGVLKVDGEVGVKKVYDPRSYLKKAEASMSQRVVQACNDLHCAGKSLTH
PriA SSB inh – blocks PriA binding to SSB C-terminal tail; AlphaScreen SSBct-PriA binding, biotinylated peptide; inhibition, % at 33 µM; actives 0.6% (n = 430,000); in the data active means inhibition mostly above about 37%, no sharp cut-off; inactive means mostly below about 20%;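 further: plate controls were negative control peptide for no effect and reference peptide for full effect; strong numbers were not always called active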
BH1578 lux ind – induces V. cholerae light production without autoinducers; V. cholerae BH1578 lux reporter, luminescence, 6 h; activation, % at 18.7 µM; actives 0.16% (n = 350,000); AID 588436; in the data active means activation mostly above about 9.7%, no sharp cut-off; further: not every result past the cut was called active; inactives centre near 0; reference of the scale not given here
GDH-TPI inh – GDH-TPI coupled enzyme inhibition counter-screen. GDH-TPI coupled enzyme counterscreen, NADH absorbance. inhibition, % at 4.8 µM. actives 1.2% (n = 360,000); in the data active means inhibition above about 30%;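 further: 0% = DMSO wells and 100% = wells lacking the enzyme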
MazEF act – MazEF (E. coli) toxin RNase activation; P0AE70; FAM/BHQ RNA-DNA oligo cleavage fluorescence, 5 h; actives 0.32% (n = 350,000); activation, % at 20 µM; in the data active means activation above about 50%
Target sequence (P0AE70 whole entry, looked up): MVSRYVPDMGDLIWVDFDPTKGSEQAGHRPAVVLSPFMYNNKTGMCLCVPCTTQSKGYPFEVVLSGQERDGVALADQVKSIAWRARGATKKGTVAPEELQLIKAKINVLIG
Starred values were filed as active, the others as inactive; i = inactive; nt = not tested or not shown.

SMILES	GDH-TPI inh	PriA SSB inh	SARS 3CLpro inh	BioA inh	UGM FP inh	Rv3671c protease	Mtb FBA inh	VHR inh abs	MazEF act	BH1578 lux ind
CC(=O)/C(=N/Nc1cccc(Cl)c1)Sc1nnc(C(O)c2ccccc2)n1-c1ccccc1 (configuration not stated)	-2.5	nt	1.2	0.2	1.1	-5.8	-0.9	2.9	0.4	-0.2
CCCCCC(N)=O	-2.8	14.4	nt	0.7	1.6	5.4	-0.2	nt	3.5	-0.1
Cc1ccc(S(=O)(=O)N(CC(=O)NCc2ccccc2)C(=O)N2CCN(C)CC2)cc1	0.7	-2.8	nt	nt	nt	nt	1.7	nt	1.4	1.9
CCCCn1nc(C(=O)Nc2ccc3c(c2)OCO3)c2ccccc2c1=O	7.7	-0.8	nt	0.0	0.1	7.6	-1.7	nt	-5.9	-5.9
S=C(NC12CC3CC(CC(C3)C1)C2)N1CCOCC1	2.9	10.8	0.1	nt	-3.6	3.6	-1.1	22.2	-24.1	i
O=C(O)c1cccc(Nc2nc(-c3cccnc3)nc3ccccc23)c1	8.7	-10.7	5.9	nt	-0.9	2.8	-2.6	10.5	-2.0	-0.4
Cc1ccc(-c2nc(CS(=O)CC(=O)NCCCN3CC(C)CC(C)C3)c(C)o2)cc1 (configuration not stated)	-4.0	-6.1	-0.3	0.6	3.0	1.9	2.2	19.0	3.8	-0.4
CCCCC(OC(=O)CN1C(=O)COc2ccccc21)C(=O)NC1CCCCC1 (configuration not stated)	-2.7	-18.5	-4.2	-4.4	2.0	12.2	0.2	1.8	-19.1	0.0
O=C1C(=C2CCCCC2)SC(=S)N1Cc1ccco1	-7.3	-13.4	-1.2	1.4	0.5	-1.8	2.8	31.6	-17.4	0.0
O=S1(=O)N(CCN2CC=C(c3c[nH]c4cc(F)ccc34)CC2)c2cccc3c2N1CCC3	-0.5	1.1	nt	-0.1	-2.6	-5.4	6.0	nt	-26.4	0.3
Cc1nc2sccn2c(=O)c1S(=O)(=O)NCC1CCN(Cc2ccc(Cl)cc2)CC1	16.1	nt	nt	-1.0	nt	nt	2.1	nt	5.4	-3.0
COc1ccc(NC(=O)/C=C/c2cccc(C(F)(F)F)c2)cn1	6.6	-6.6	-1.8	-1.1	0.0	0.9	1.8	6.7	-21.9	1.8
CC(=O)Nc1ccccc1P(=O)(c1ccccc1)c1ccccc1OC(C)=O (configuration not stated)	3.2	-12.4	3.1	nt	-0.7	5.8	-0.8	8.5	1.5	-0.4
CCN(CC)CCOc1cc2c(nn1)Oc1ccccc1N2C	27.1	4.0	-3.5	nt	3.1	5.0	56.3*	35.7	5.0	-3.2
O=C(Nc1nccs1)c1cccnc1Cl	13.0	-2.1	1.8	nt	0.7	13.6	3.0	6.0	-3.1	-0.5
O=C(O)c1ccccc1NS(=O)(=O)c1ccc(NNC(=S)Nc2ccc(OC(F)F)cc2)c([N+](=O)[O-])c1	10.7	66.5	12.5*	nt	nt	nt	-1.8	9.8	-7.2	0.5
COC(=O)C1=CN(Cc2ccc(OC)cc2)C=C(C(=O)OC)C1c1ccsc1	1.6	-57.4	6.2	nt	1.2	-6.3	97.9*	2.0	-9.4	0.2
CCOc1cc(-c2nnc(-c3ccco3)o2)cc(OCC)c1OCC	-1.8	-14.1	-1.6	nt	0.0	-3.0	22.3	10.9	1.7	-0.9
CCNC(=O)N(C)C[C@H]1N[C@@](CC)(C(=O)OC)[C@H]2C(=O)N(Cc3ccccc3)C(=O)[C@@H]12	0.9	-0.5	nt	-1.7	-2.6	0.2	-0.3	nt	2.2	-6.7
CSC1=Nc2sc3c(c2C2=NCCN12)CC(C)(C)OC3	4.3	1.1	nt	2.8	nt	nt	2.5	nt	-1.3	i
COc1cc(/C=C2\SC(=S)N(CC(=O)Nc3ccccn3)C2=O)cc(OC)c1OC	12.8	21.9	-2.6	nt	0.6	-10.6	2.8	16.9	-37.3	2.0
Cc1ccc(-c2cc(-c3ccccc3Cl)c(C#N)c(N)n2)o1	-1.0	-22.4	3.2	-0.4	0.0	-3.5	16.1	-4.0	5.5	-0.5
COc1ccc(NC(=O)CN2C(=O)CC(C)S(=O)(=O)c3ccccc32)cc1 (configuration not stated)	7.0	4.7	7.7	-1.1	-0.6	4.9	4.7	5.7	9.1	-2.5
Cc1ccc(CN2C(=O)c3ccccc3NC23CCN(Cc2ccccc2)CC3)cc1	4.5	7.7	2.9	nt	0.3	0.2	11.6	14.0	11.5	-0.6
CC1Cc2ccccc2N1C(=O)CSc1nc2c(c(=O)n(C)c(=O)n2C)n1Cc1ccc(F)cc1 (configuration not stated)	6.7	3.2	-0.8	nt	-3.1	2.7	-2.2	nt	-30.8	i
CCC(Oc1ccc(C)cc1)C(=O)Nc1ccc2c(c1)n(C)c(=O)n2C (configuration not stated)	6.5	-1.1	2.4	3.0	0.2	nt	-1.4	28.4	0.6	i
Cc1ccc(C2CC(=O)C=C(NCC(C)C)C2)cc1 (configuration not stated)	-4.2	-1.8	0.2	-0.9	4.9	-1.1	1.6	-10.1	0.9	i
CC(=O)CC(=O)Nc1ccc(Nc2ccccc2)cc1	-3.0	15.6	-1.2	-1.1	-0.8	7.9	1.8	-7.4	5.3	2.4
COc1ccc(CCNC(=O)COC(=O)/C=C/c2ccc(OCC#N)c(OC)c2)cc1OC	3.7	-4.7	-2.0	nt	-0.4	1.4	4.1	-7.0	-8.8	-0.3
COc1ccc(/C=N/N2C(=O)CSC2=S)cc1	14.7	nt	-1.9	-0.7	4.0	-1.3	2.0	-9.6	1.2	-5.3
CSc1ncccc1C(=O)OCC(=O)c1ccccc1Br	0.9	-35.4	2.2	nt	-1.1	3.7	-2.5	40.5	-8.2	i
CN1C(=O)CCC1(O)c1ccccc1 (configuration not stated)	6.2	-9.9	-7.9	-0.4	-0.3	2.4	1.1	-22.3	0.1	-0.5
CC(C)c1cc(NC(=O)C(C)(C)C)cc(C(C)C)c1O	-4.0	-16.3	-8.0	-1.0	-2.0	3.8	2.6	-7.0	5.8	i
COCCCn1c(C)cc(C(=O)COC(=O)C23CC4CC(CC(O)(C4)C2)C3)c1C	2.1	-6.4	nt	0.0	nt	nt	-4.0	nt	-1.6	i
COc1ccc(OC)c(-n2nnnc2SCC(=O)Nc2ccc3c(c2)OCCO3)c1	0.4	-9.7	3.7	-1.1	-1.0	-3.6	1.1	-11.6	-0.9	i
Cc1cccc(C(=O)OCC(=O)NCCCc2ccccc2)c1O	8.1	-3.3	-7.2	0.3	-6.5	1.1	1.1	1.9	-6.0	-0.3
COC(=O)C1=C(c2ccc(OC)c(OC)c2)C[C@@H]2CC[C@H]1N2C(=O)NCc1cccc2ccccc12	4.3	-1.5	nt	2.8	-0.7	-6.1	0.2	nt	-4.5	-0.8
CCOC(=O)c1sc2nc(C)nc(SCC(=O)N(CC)C3CCS(=O)(=O)C3)c2c1C (configuration not stated)	4.7	-14.6	-5.4	nt	3.8	7.0	1.8	26.2	6.0	-3.3
CNC(=S)NNC(=O)c1cccc(C(F)(F)F)c1	3.8	-8.3	4.9	-0.3	1.9	4.5	1.3	30.9	1.0	i
O=C1C2C3C=CC(C3)C2C(=O)N1CCC(=O)N1CCc2ccccc21 (configuration not stated)	7.9	-8.9	2.7	nt	-5.7	-4.4	1.5	-16.0	3.6	-0.9
CCOCCCN1C(=O)CN(C2CCC(C)CC2)C(=O)C1c1ccc(C)cc1 (configuration not stated)	13.4	-2.8	2.2	nt	-1.0	-2.0	-0.9	-2.0	5.8	4.1
CC(=O)c1cccc(S(=O)(=O)Nc2cccnc2)c1	5.3	-6.7	-5.9	-0.1	-1.6	-5.3	1.6	11.5	9.1	i
CCOC(=O)Cc1csc(NS(=O)(=O)Cc2ccccc2)n1	-2.2	-17.9	0.2	2.8	0.7	-9.7	2.3	10.8	0.1	5.4
CC(=O)c1oc2ccccc2c1NC(=O)CCCN1C(=O)c2ccccc2C1=O	-2.9	-2.1	2.0	-4.3	1.5	4.3	-1.9	20.8	4.8	i
CC(C)(C)c1cc(C(C)(C)C)n(-c2ccccc2)n1	9.6	-8.9	-2.0	nt	3.6	-1.6	3.2	5.1	-1.7	-0.3

A few values from the entries so far.
Entry of `CNC(=S)NNC(=O)c1cccc(C(F)(F)F)c1` under MazEF act: 1.0
Entry of `CC(=O)c1oc2ccccc2c1NC(=O)CCCN1C(=O)c2ccccc2C1=O` under PriA SSB inh: -2.1
Entry of `COC(=O)C1=C(c2ccc(OC)c(OC)c2)C[C@@H]2CC[C@H]1N2C(=O)NCc1cccc2ccccc12` under BioA inh: 2.8

Next results follow:
SMILES	GDH-TPI inh	PriA SSB inh	SARS 3CLpro inh	BioA inh	UGM FP inh	Rv3671c protease	Mtb FBA inh	VHR inh abs	MazEF act	BH1578 lux ind
O=C(NCc1ccc(F)cc1)Nc1ccc(Cl)cc1	0.6	-0.9	0.6	-0.8	0.8	0.4	1.4	9.5	4.5	i
COc1cc(/C=C(\C#N)C(=O)NCc2ccccc2)ccc1OCc1ccc(C(=O)O)cc1	59.3*	-7.3	3.1	-0.4	2.5	-11.2	-5.1	21.7	1.7	-0.4
CN(CC(=O)N1CCN(Cc2ccccc2)CC1)C(=O)Cc1ccc(Cl)c(Cl)c1	6.5	-3.3	nt	1.8	-0.3	-1.1	-0.5	nt	0.5	-1.6
CCOC(=O)c1cn(CC(=O)Nc2ccc(CC)cc2)nn1	0.0	-8.4	-6.8	-3.0	0.7	8.7	-1.6	9.6	-0.5	-0.7
CC(C)(C)OC(=O)N1CCC(C(=O)N2CCOCC2)CC1	-3.2	-10.3	3.5	-0.8	-1.5	10.3	3.6	35.9	-4.7	i
CCCCn1c2c(cc(C(=O)OC)c1=O)C(=O)CCC2	15.6	-3.8	nt	2.3	nt	nt	5.2	nt	1.7	i
CCCCn1c(N)c(N(CCC(C)C)C(=O)c2ccc([N+](=O)[O-])s2)c(=O)[nH]c1=O	9.2	-0.9	nt	-2.9	-0.9	3.8	0.7	nt	-1.3	-1.2
O=C(NC12CC3CC(CC(C3)C1)C2)N1CCN(c2nc(-c3ccccc3)cs2)CC1	-11.6	-6.4	-2.0	nt	0.5	-3.1	2.6	23.2	-6.2	-0.3
COc1cccc(CNC(=O)C(CCSC)NS(=O)(=O)c2ccc3c(c2)oc(=O)n3C)c1 (configuration not stated)	-0.4	-2.3	-2.7	-0.9	nt	-10.8	4.4	6.5	-6.5	-0.5
Cc1nn(C)cc1/C=N/NC(=O)C1(O)c2ccccc2-c2ccccc21	2.3	nt	0.7	nt	1.5	-4.2	-1.5	-4.8	0.8	i
COc1ccccc1NC(=O)COC(=O)Cc1cccs1	-0.3	-17.6	4.9	nt	0.2	-13.1	-3.8	4.0	14.6	i
CN1C(=O)C2(c3ccccc31)c1c(oc3ccccc3c1=O)C(=O)N2CCCO (configuration not stated)	1.6	-0.1	-0.9	nt	0.6	4.0	0.2	17.0	-9.7	-0.3
CCc1cccc(NC(=O)CCc2c(C)nn(-c3ccc(N4CCOCC4)nn3)c2C)c1	-6.0	-6.4	-0.2	1.1	0.7	-2.5	1.6	-17.6	-3.0	0.2
O=C(C1CCCN1S(=O)(=O)c1cccc2nsnc12)N1CCCCCC1 (configuration not stated)	5.3	2.9	0.5	-0.2	-0.3	2.4	0.5	8.4	5.8	-0.4
COc1cccc(-c2ccc(SCC(=O)N3CCOCC3)nn2)c1	5.0	-8.3	-1.4	nt	-1.1	9.2	1.4	18.8	12.1	i
O=C(NCc1cccc(F)c1)C1CCN(S(=O)(=O)Cc2ccccc2)CC1	-8.0	-14.9	-1.4	0.5	-2.5	2.8	6.1	38.9	0.1	7.7

The list is partial, so the mix of outcomes need not match the whole.
